# Screening results: PubChem, several laboratories
# NPY2 pot ag = potentiates or activates human NPY-Y2 receptor. P49146. cells expressing NPY-Y2, potentiator/agonist read-out. activation, % at 3.6 µM. hit rate 0.45% among 220,000. AID 1359; in the data active = activation above about 27%;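 note: cells stimulated with NPY near EC25 plus isoproterenol at EC100; 0% = vehicle plus submaximal agonist and 100% = vehicle plus saturating agonist; some results beyond the cut were filed as inactive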
# Target sequence (P49146 whole entry, looked up): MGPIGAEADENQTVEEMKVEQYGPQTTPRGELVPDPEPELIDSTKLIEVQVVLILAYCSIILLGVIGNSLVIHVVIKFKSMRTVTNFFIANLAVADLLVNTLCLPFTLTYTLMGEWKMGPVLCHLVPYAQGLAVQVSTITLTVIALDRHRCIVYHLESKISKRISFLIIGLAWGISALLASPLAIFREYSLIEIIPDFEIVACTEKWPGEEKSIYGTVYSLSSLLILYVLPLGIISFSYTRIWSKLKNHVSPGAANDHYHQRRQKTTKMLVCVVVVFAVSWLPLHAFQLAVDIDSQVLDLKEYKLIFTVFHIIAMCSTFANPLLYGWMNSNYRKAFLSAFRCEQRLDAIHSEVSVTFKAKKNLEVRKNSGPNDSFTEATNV
# S1P4 agonist = agonists of human S1P4 receptor | S1P4-expressing cell line, agonist reporter assay | activation, % at 4.98 µM | hit rate 0.35% among 220,000; in the data active = activation above about 11%;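 note: 0% = DMSO vehicle and 100% = reference agonist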
# S1P4 antag = antagonists of human S1P4 receptor; S1P4-expressing cells, antagonist mode, reporter read-out; inhibition, % at 4.98 µM; hit rate 0.26% among 220,000; AID 1510; in the data active = inhibition above about 29%;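 note: 0% = wells stimulated with agonist and 100% = vehicle wells without agonist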
# Ba/F3 V617F tox = reduce viability of Ba/F3 cells dependent on JAK2V617F; Ba/F3 EpoR-JAK2V617F viability, ATP luminescence; inhibition, % at 5.6 µM; hit rate 1.1% among 220,000;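 active = inhibition above the campaign mean plus 3 SD over all tested compounds, cut at about 24% in these data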;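 note: cytokine-independent growth of Ba/F3 cells driven by EpoR plus mutant JAK2; 0% = DMSO-treated cells and 100% = JAK inhibitor I control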
# eIF4E-4G inh = blocks eIF4E binding to eIF4G | P63073+Q04637 | TR-FRET eIF4E-eIF4GI(517-606) binding, 2 h | inhibition, % at 21.7 µM | hit rate 0.37% among 220,000 | AID 782;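 active = inhibition above about 30%, limit read from the data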;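 note: 0% = full FRET control wells and 100% = background wells lacking eIF4GI fragment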
# BaF3 tox = reduces parental Ba/F3 cell viability, JAK2V617F counter-screen. hit rate 1.1% among 220,000. CellTiter-Glo ATP luminescence. inhibition, % at 5.6 µM;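 active = inhibition above a per-campaign cutoff, the mean inhibition of all tested compounds plus 3 SD, cut at about 27% in these data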;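 note: 0% = DMSO wells and 100% = JAK Inhibitor I control wells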
# Mdm2 ligase inh = Mdm2 E3 ligase (human) inhibition; Q00987; cell-based MDM2 ubiquitination luciferase reporter, 2 h; 0 = plate control, 100 = twice control, blank-subtracted; signal enhancement, % at 5 µM; hit rate 0.11% among 210,000; AID 1230;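 active = signal enhancement of 30% or more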;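 note: luminescence tracks abundance of the self-degrading MDM2-luciferase fusion protein; higher signal means inhibition of MDM2 E3 ligase activity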
# Target sequence (Q00987 whole entry, looked up, the tested form may be a part): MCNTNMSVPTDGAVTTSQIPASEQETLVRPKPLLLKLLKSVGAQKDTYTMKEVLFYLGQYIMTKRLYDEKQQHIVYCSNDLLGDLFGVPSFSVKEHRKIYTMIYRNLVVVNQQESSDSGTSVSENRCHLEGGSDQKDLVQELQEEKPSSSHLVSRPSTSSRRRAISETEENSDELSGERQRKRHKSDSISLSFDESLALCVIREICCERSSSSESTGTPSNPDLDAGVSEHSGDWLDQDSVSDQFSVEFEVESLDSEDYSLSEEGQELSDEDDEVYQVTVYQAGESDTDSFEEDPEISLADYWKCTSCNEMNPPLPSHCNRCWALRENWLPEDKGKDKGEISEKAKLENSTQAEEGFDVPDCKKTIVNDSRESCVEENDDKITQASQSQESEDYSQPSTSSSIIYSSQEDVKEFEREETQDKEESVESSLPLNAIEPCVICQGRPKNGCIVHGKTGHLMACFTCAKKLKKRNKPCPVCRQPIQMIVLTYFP
#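 Test system: mammalian cells stably expressing self-ubiquitinating, self-degrading MDM2 E3–luciferase fusion; Amount: 2000 cells in each well; Medium: DMEM; Schedule: 4 h settle plus 2 h compound, 37 °C; Technique: SteadyLite luciferase luminescence after 15 min room-temperature reagent incubation; Benchmarks: plate control and blank wells.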
# PERK inhibitor = human PERK inhibition, primary cell-based screen; Q9NZJ5; CHO PERK-DD fusion, SEAP luminescence translation reporter; inhibition, % at 5.6 µM; hit rate 0.17% among 220,000;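 active = inhibition above the mean inhibition of all tested compounds plus 3 SD, set separately per screening campaign, cut at about 2.9% in these data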;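 note: PERK kinase domain activated by AP20187 dimerizer at 100 nM; 0% = DMSO with dimerizer and 100% = rapamycin at 8.4 µM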
# Wee1 stabilizer = human Wee1 degradation inhibition, primary screen; P30291; HeLa Luc-Wee1K328M stability, luciferase luminescence; 100% = proteasome inhibitor MG132 effect; reporter increase, % at 5 µM; hit rate 1.2% among 220,000; AID 1321;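 active = activation above the mean of all tested compounds plus 3 SD, set per screening run, cut at about 8.8% in these data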;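 note: cells exposed to compound for 20 h before luminescence read; 0% = DMSO alone and 100% = MG132 at 30 µM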
# * hit, by the source's call; x = no result given; [ ] = dose if it differs, or a comment.
SMILES,NPY2 pot ag,S1P4 agonist,S1P4 antag,Ba/F3 V617F tox,eIF4E-4G inh,BaF3 tox,Mdm2 ligase inh,PERK inhibitor,Wee1 stabilizer
NC(=O)C1CCN(C(=O)c2cc(S(=O)(=O)N3CCOCC3)ccc2Cl)CC1,-27,4.0,-8,2,3,9,1,-0.9,-1
COc1ccccc1NC(=S)NC(=O)c1ccc(Cn2cc(Br)cn2)cc1,7,1.1,-22,2,-3,4,18,0.8,0
Cc1c(C(=O)NCc2ccccc2)oc2ccc(S(=O)(=O)N3CCCC3)cc12,12,1.1,-19,0,3,1,-7,0.1,1
CC(C)(C)c1cc(CN2CCOCC2)c(C(=O)O)o1,1,-0.7,-8,-5,6,4,-19,1.1,-2
Cc1cc(C(=O)N/N=C/c2ccc(-c3ccccc3Cl)o2)n[nH]1,-8,3.5,-16,0,-2,5,-12,-0.3,3
CCOC(=O)C1CCCN(C2CC(=O)N(c3ccc(C(C)C)cc3)C2=O)C1 (centres undefined),-14,-0.3,-12,-3,4,1,-4,-0.3,0
Cc1csc(SCC(=O)NCc2cccs2)n1,4,-0.2,4,-4,-2,-1,-7,-0.2,-1
CCCCc1c(C)nc2ccc(Br)cc2c1SCCC#N,-22,-1.3,-5,10,0[fluorescence artefact?],9,-3,-0.9,1
CN=C(Nc1ccc(Cl)cc1)c1ccc(C(F)(F)F)cc1,1,0.3,-21,3,-11,6,-5,-0.7,2
O=C1CCCC(=O)C1C(=O)C1CCN(S(=O)(=O)c2ccccc2)CC1,-2,2.2,-11,-1,-2,4,-6,1.0,-2
CC(=O)OCC(=O)Nc1c(C)cc(C)cc1C,4,-1.2,-10,-3,0,6,-5,0.4,3
CCOCCCNCc1cc(Br)ccc1OCc1ccccc1,-7,1.4,-2,0,17[fluorescence artefact?],8,-11,-0.6,1
Cc1cccn2cc(CSc3ccccc3N)nc12,-8,1.2,-7,3,2,10,-18,-0.4,4
Cn1cc([C@@H]2C[C@H]3CN(Cc4cccc(Cl)c4)C(=O)[C@]34CCCN24)c2ccccc21,-39,-0.7,-2,4,0,5,-6,-0.3,3
CC1=C(C(=O)Nc2ccccc2)C2(CCCCC2)C(C#N)=C(S)N1,9,2.3,8,-1,7,6,-15,0.7,1
Cc1ccc(S(=O)(=O)N2CCN(C(=O)c3ccccc3)C2C(C)C)cc1 (centres undefined),-13,0.0,13,3,0,9,-6,-0.5,-1
O=c1cc(O)c2ccccc2n1Cc1ccccc1,-3,0.2,4,1,-1,5,-6,0.7,1
COc1cccc(-c2csc(NNC(=O)c3cccs3)n2)c1,-7,-2.9,5,2,-2,0,-15,0.6,0
Cc1c(Cl)cccc1NC(=S)N1CCN(c2ncccn2)CC1,6,0.5,-11,0,6[fluorescence artefact?],2,-5,1.3,-2
O=C1OCC(Cn2c3ccccc3c3ccccc32)O1 (centres undefined),5,0.2,-10,-2,3,4,-2,1.2,-3
CCOC(=O)c1c(NC(=S)Nc2ccc(F)cc2)sc2c1CCC2,6,2.4,-7,-1,-3[fluorescence artefact?],6,-14,1.0,2
Cc1ccc(C)c(OCC(=O)Nc2cc(C)on2)c1,-6,-0.1,-3,-3,1,2,-22,1.1,4
Cc1ccc2[nH]c(=O)c(CN(C(=O)c3cccc([N+](=O)[O-])c3)C(C)(C)C)cc2c1,5,1.1,-5,3,-3,-1,-7,-1.2,3
CC(C)(C)n1nnnc1CN1CCSCC1,9,-0.1,-26,0,1,-2,-11,1.1,1
CCOc1cccc(C(=O)NC(=S)Nc2ccc(Cl)cc2C(=O)O)c1,-6,0.3,-4,0,-2,4,5,1.2,-3

# An excerpt from above in order of their number in Wee1 stabilizer, highest first.
Molecule,NPY2 pot ag,S1P4 agonist,S1P4 antag,eIF4E-4G inh,Mdm2 ligase inh,PERK inhibitor,Wee1 stabilizer
Cn1cc([C@@H]2C[C@H]3CN(Cc4cccc(Cl)c4)C(=O)[C@]34CCCN24)c2ccccc21,-39,-0.7,-2,0,-6,-0.3,3
CC(C)(C)n1nnnc1CN1CCSCC1,9,-0.1,-26,1,-11,1.1,1
CCOc1cccc(C(=O)NC(=S)Nc2ccc(Cl)cc2C(=O)O)c1,-6,0.3,-4,-2,5,1.2,-3

# More results
SMILES,NPY2 pot ag,S1P4 agonist,S1P4 antag,Ba/F3 V617F tox,eIF4E-4G inh,BaF3 tox,Mdm2 ligase inh,PERK inhibitor,Wee1 stabilizer
Cc1ccc(C(=O)NC(NC(=O)c2ccc(C)cc2)C(Cl)Cl)cc1,-19,1.1,-15,5,x,9,5,-0.6,-2
O=C(Cc1ccccc1)NN1C(=O)C2C3C=CC([C@@H]2C1=O)C31CC1 (some centres undefined),4,-0.2,-20,0,22,4,3,0.6,-1
Cc1ccc(OCCCCN2CCC(C)CC2)c(Br)c1,-16,-2.0,11,-5,16[fluorescence artefact?],1,6,0.1,-2
CC(O/N=C/c1ccccc1OC(F)F)C(=O)Nc1cccc(S(=O)(=O)N2CCOCC2)c1 (centres undefined),-19,2.9,-6,6,-15,6,-9,-0.5,-1
O=C(CC1(O)C(=O)N(CCc2ccccc2)c2ccccc21)c1ccco1 (centres undefined),13,0.0,8,-2,6[fluorescence artefact?],1,-10,-0.4,8
CCC(=O)c1ccc(N2CCN(C(=O)c3ccccc3Br)CC2)c(F)c1,6,-0.7,-7,3,6,9,-22,0.7,0
CC(C)N1C(=O)c2ccccc2N(Cc2ccccc2)S1(=O)=O,0,0.1,13,-5,3,-2,-7,-0.7,10*
COc1cccc(NS(=O)(=O)c2nc3nc(C)cc(C)n3n2)c1,1,-2.9,-5,-3,-3,6,-11,0.5,-2
Cc1cc(NC(=O)CCCC(=O)N(CC(=O)NC2CCCCC2)c2ccccc2)no1,-6,1.3,4,-3,3,-2,-8,-0.4,1
COc1ccc(N2CCN(C(=O)Nc3cccc(C(F)(F)F)c3)CC2)cc1,-8,3.3,-1,5,13,9,-10,-0.6,-3
CCCCC(CC)Cn1c(N)c(C#N)c2nc3ccccc3nc21 (centres undefined),0,-3.1,3,-1,-12,4,-1,0.8,0
CC(N1CCOC1=O)S(=O)(=O)c1ccccc1 (centres undefined),-18,1.2,-11,0,3,4,-6,-0.1,-2
NC(=O)C1=C[C@@H](c2ccccc2)C[C@@H](OCc2ccc(CO)cc2)O1,-18,-0.7,2,3,3,-2,x,1.4,4
CN(C)C(=O)CSCc1c(Cl)cccc1Cl,-10,1.1,8,6,-1,6,-6,-0.2,-1
COc1cccc(CN2CCN(C3CSCCSC3)CC2CCO)c1 (centres undefined),-5,0.9,-15,-3,3,-2,-5,0.5,0
CCN(C(=O)c1cc2cccc(OC)c2oc1=O)C1CCCCC1,-3,0.3,0,-2,-1,3,-1,-1.1,-2
Cc1cc(C)c2c(CC(=O)NCc3ccco3)coc2c1,6,-0.9,-19,-2,3,6,-26,0.9,-2
CCOc1ccc(C2C(C#N)=C(N)Oc3cc(C)n(Cc4ccco4)c(=O)c32)cc1OC (centres undefined),12,-2.5,-17,3,3,2,-21,-1.3,-2
O=C(Nc1ccccn1)c1nc(-c2ccccc2)n(-c2ccccc2)n1,0,0.5,-23,-6,18,-2,14,0.7,0
Cc1cc(=O)oc2cc(OCC(=O)NCc3ccccn3)ccc12,8,-0.4,-10,1,0,2,-12,-0.4,4
C[N+]1(C)CCC(=C2c3ccccc3CC(=O)c3sccc32)CC1,16,0.1,-20,-3,1[fluorescence artefact?],3,-11,1.9,-3
COc1ccc(N2C(=O)CC(Cc3ccccc3)C2=O)cc1 (centres undefined),-3,-1.0,-4,-1,-3,2,0,0.7,0
Cc1c(NC(=O)c2cc3c(s2)-c2ccccc2OC3)cccc1[N+](=O)[O-],-2,1.8,13,0,2[fluorescence artefact?],2,-6,-0.4,3
CC(C)(C)NC(=O)CSc1nnc(-c2ccccn2)n1-c1ccccc1,8,-1.1,0,-5,-3[fluorescence artefact?],5,-2,0.2,0
COc1ccc(C2C(=O)N(CCc3ccccc3)CC(=O)N2C2CCCC2)cc1 (centres undefined),-4,-3.2,15,3,-7,7,-8,-1.8,6
# (cont.)
SMILES,NPY2 pot ag,S1P4 agonist,S1P4 antag,Ba/F3 V617F tox,eIF4E-4G inh,BaF3 tox,Mdm2 ligase inh,PERK inhibitor,Wee1 stabilizer
COCCNC(=O)NC(=O)CN1CCCc2ccccc21,3,1.6,-5,3,7,12,-6,0.2,0
COCCCNC(=O)CC(=O)N/N=C\c1ccc(SC)cc1,-7,1.6,-6,-1,1,5,-5,0.3,1
CC(C)c1ccc(NC(=O)CSc2n[nH]c(=O)n2-c2ccc3c(c2)OCCO3)cc1,-6,-2.0,1,-4,2,3,-28,-0.4,2
CC(C)c1cccc(C(C)C)c1NC(=O)COC(=O)C1=COCCO1,-5,1.1,-7,0,3,2,-9,-0.1,2
CN1/C(=C\C(=O)c2cccnc2Cl)C(C)(C)c2ccccc21,6,0.2,-11,2,-1[fluorescence artefact?],5,-11,-0.4,2
CCC(C)NC(=O)CCSc1ccc(C)cc1 (centres undefined),16,-0.8,0,3,0[fluorescence artefact?],5,-6,0.1,0
Cc1cc(C)c(S(=O)(=O)N2CCCOC2CNC(=O)C(=O)NCCc2c[nH]c3ccccc23)c(C)c1 (centres undefined),10,-0.5,-3,-1,5,5,-5,-1.3,1
O=Cc1c(Cl)nc2ccccn12,-2,1.0,-10,-3,-3,1,-6,0.9,2
Cc1onc(-c2ccccc2)c1C(=O)N1CCOC12CCN(c1cccc(F)n1)CC2,4,1.5,-10,1,0,6,-14,0.1,0
O=C(CSCc1cccc(Cl)c1)Nc1ccccc1-c1ccccc1,-5,0.3,3,4,-1,8,-12,-0.3,1

# Compounds shown so far containing a Cl atom, in the order listed:
SMILES,NPY2 pot ag,S1P4 agonist,S1P4 antag,Ba/F3 V617F tox,eIF4E-4G inh,BaF3 tox,Mdm2 ligase inh,PERK inhibitor,Wee1 stabilizer
NC(=O)C1CCN(C(=O)c2cc(S(=O)(=O)N3CCOCC3)ccc2Cl)CC1,-27,4.0,-8,2,3,9,1,-0.9,-1
Cc1cc(C(=O)N/N=C/c2ccc(-c3ccccc3Cl)o2)n[nH]1,-8,3.5,-16,0,-2,5,-12,-0.3,3
CN=C(Nc1ccc(Cl)cc1)c1ccc(C(F)(F)F)cc1,1,0.3,-21,3,-11,6,-5,-0.7,2
Cn1cc([C@@H]2C[C@H]3CN(Cc4cccc(Cl)c4)C(=O)[C@]34CCCN24)c2ccccc21,-39,-0.7,-2,4,0,5,-6,-0.3,3
Cc1c(Cl)cccc1NC(=S)N1CCN(c2ncccn2)CC1,6,0.5,-11,0,6[fluorescence artefact?],2,-5,1.3,-2
CCOc1cccc(C(=O)NC(=S)Nc2ccc(Cl)cc2C(=O)O)c1,-6,0.3,-4,0,-2,4,5,1.2,-3
Cc1ccc(C(=O)NC(NC(=O)c2ccc(C)cc2)C(Cl)Cl)cc1,-19,1.1,-15,5,x,9,5,-0.6,-2
CN(C)C(=O)CSCc1c(Cl)cccc1Cl,-10,1.1,8,6,-1,6,-6,-0.2,-1
CN1/C(=C\C(=O)c2cccnc2Cl)C(C)(C)c2ccccc21,6,0.2,-11,2,-1[fluorescence artefact?],5,-11,-0.4,2
O=Cc1c(Cl)nc2ccccn12,-2,1.0,-10,-3,-3,1,-6,0.9,2
O=C(CSCc1cccc(Cl)c1)Nc1ccccc1-c1ccccc1,-5,0.3,3,4,-1,8,-12,-0.3,1
